Cneo AK release: Cryptococcus neoformans cell lysis inducers, primary screen, AK release luminescence, single concentration | actives 0.2% (n = 360,000) | C. neoformans lysis, adenylate kinase release luminescence, 4 h; normalised: neutral wells 0, clomiphene wells 100 | lysis activity, % at 15 µM;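 active means mean lysis activity across replicates of at least 80%, whatever share of replicates individually reach that level; inactive means mean lysis activity below 80%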
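Signal: Adenylate kinase release luminescence | Assay system: Log-phase Cryptococcus neoformans yeast cells | Input: Cells at 5 × 10^6 per mL | Buffer or medium: Fresh YPD growth medium | Compound: Single dose | Schedule: Static 4 h at 37 °C with compound, 1 h detection | Controls: Clomiphene | Read-out: Luminescence rise reflecting yeast cell lysis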
PglD inh: C. jejuni PglD acetyltransferase inhibitors, primary screen, biochemical, DTNB colorimetric, single point | UDP-N-acetylbacillosamine N-acetyltransferase PglD (Campylobacter jejuni) | purified PglD enzyme, DTNB colorimetric CoA detection | inhibition, % at 12.5 µM | actives 0.098% (n = 360,000) | AID 602405, 2012; in the data active means inhibition above about 16%, passing the limit was not always enough; further: strong numbers were not always called active
miR122 inh: miR-122 Renilla sensor signal increase in Huh7, primary screen, miR-122 inhibitor project, cell-based, single point, plate reader; AID 602342, 2012; Huh7 miR-122 Renilla luciferase sensor, 48 h; neutral wells = 0, positive control = 100; activation (reporter increase), % at 12.5 µM; actives 0.3% (n = 340,000);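 active means mean replicate activation score at least 90 and every replicate individually at or above 90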;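 further: higher luciferase means less miR-122 activity so hits act as miR-122 inhibitors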
RAD52 inh: RAD52 DNA annealing inhibitors, primary screen, biochemical, FRET, single point, set 2; recombinant RAD52 DNA annealing, FRET fluorescence; inhibition, % at 18.7 µM; actives 0.46% (n = 360,000);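 active means every replicate showing at least 50% inhibition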
E-sel inducer: E-selectin induction in HUVECs, primary screen, imaging, HUVEC, immunofluorescence imaging, single point; P16581; normalized: neutral wells 0, TNF-alpha wells 100; activation, % at 7.58 µM; actives 0.37% (n = 260,000); AID 686992, 2013;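 active means mean E-selectin-positive cell signal at least 10% of the positive control, reached in at least 60% of replicates, without over 20% cell loss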;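 further: in these data hits start at about 27%; measured in HUVEC primary endothelial cells; signal is the percent of cells scored E-selectin positive by PE staining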
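assay system = HUVEC, human umbilical vein endothelial cells | input = 3,000 HUVEC seeded per well | medium = EGM-2 growth medium on 0.1% gelatin-coated wells | dosing = one compound dose added by pin transfer | signal = immunofluorescence imaging | read-out basis = % PE-positive cells | control set = TNF-alpha, DMSO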
RAD54 branch: inhibitors of human RAD54 branch migration, primary screen, biochemical, fluorescence, single point; actives 0.14% (n = 360,000); RAD54 Holliday junction branch migration, FAM/BHQ fluorescence; inhibition, % at 10.4 µM; AID 602329, 2012; DNA repair and recombination protein RAD54-like (Homo sapiens), Q92698;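 active means mean normalized replicate activity at least 40 and at least half of replicates scoring 40 or more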;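 further: 0% = median of neutral control wells and 100% = median of positive control wells; inhibitors cause a drop in the FAM fluorescence signal; in these data hits start at about 50%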
Target sequence (Q92698 whole entry, looked up): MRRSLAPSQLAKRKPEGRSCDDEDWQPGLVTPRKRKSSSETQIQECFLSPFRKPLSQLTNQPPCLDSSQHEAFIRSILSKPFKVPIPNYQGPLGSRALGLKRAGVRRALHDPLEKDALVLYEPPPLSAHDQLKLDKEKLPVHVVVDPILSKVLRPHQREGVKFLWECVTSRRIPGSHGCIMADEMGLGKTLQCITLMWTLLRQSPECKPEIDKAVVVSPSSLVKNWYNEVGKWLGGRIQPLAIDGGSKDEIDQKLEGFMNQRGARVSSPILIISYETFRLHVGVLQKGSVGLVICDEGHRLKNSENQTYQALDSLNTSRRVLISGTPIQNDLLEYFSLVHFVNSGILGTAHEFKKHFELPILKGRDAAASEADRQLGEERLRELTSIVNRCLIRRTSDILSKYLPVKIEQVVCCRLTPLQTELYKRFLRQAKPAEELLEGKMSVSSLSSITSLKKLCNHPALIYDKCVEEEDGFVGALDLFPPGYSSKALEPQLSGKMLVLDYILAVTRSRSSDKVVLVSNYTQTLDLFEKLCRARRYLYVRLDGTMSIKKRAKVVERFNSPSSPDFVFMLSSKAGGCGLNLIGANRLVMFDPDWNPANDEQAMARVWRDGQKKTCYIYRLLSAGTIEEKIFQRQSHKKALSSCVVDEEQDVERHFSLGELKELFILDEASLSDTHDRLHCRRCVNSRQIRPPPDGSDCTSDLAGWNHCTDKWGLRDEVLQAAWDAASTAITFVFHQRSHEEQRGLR
PGC1a acetyl inh: inhibitors of PGC1a acetylation signal, primary screen, cell-based, U2OS, AlphaScreen, inhibitor mode; AlphaScreen anti-acetyl-lysine; with virally co-expressed GCN5 acetyltransferase; actives 0.17% (n = 350,000); inhibition, % at 15.6 µM;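 active means every replicate shows inhibition of at least 40%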;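 further: 0% = neutral control wells and 100% = positive control wells; some results beyond the cut were filed as inactive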
ERAP1 HTS inh: human ERAP1 aminopeptidase inhibitors, primary screen, biochemical, single point, plate reader; inhibition, % at 10.7 µM; recombinant ERAP1, Leu-AMC fluorescence, 60 min; AID 652197, 2013; actives 0.15% (n = 340,000); Endoplasmic reticulum aminopeptidase 1 (Homo sapiens), Q9NZ08;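 active means mean replicate inhibition of at least 30%, or all replicates individually reaching that 30% level; inactive means mean below 30% and not every replicate reaching it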;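 further: 0% = neutral control wells and 100% = L-leucinethiol positive control wells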
Numbers without * were called inactive; nt = no result given; [ ] = remark or other dose.

SMILES | Cneo AK release | PglD inh | miR122 inh | RAD52 inh | E-sel inducer | RAD54 branch | PGC1a acetyl inh | ERAP1 HTS inh
C=CCN1C(=O)/C(=C2/Sc3ccc(OC)cc3N2C)SC1=Nc1cccc(O)c1 | nt | nt | nt | -68.6 | 6.0 | nt | -4.8 | -0.7
O=C(C[C@H]1C=C[C@@H](NC(=O)Nc2cc(F)ccc2F)[C@@H](CO)O1)Nc1ccccc1 | -4.0 | 3.3 | nt | -0.5 | 1.0 | 5.3 | -4.2 | 1.4
Cc1ccccc1C(=O)NCCSc1ccccc1 | -2.2 | 8.2 | 5.8 | nt | nt | -1.2 | -0.8 | nt
O=S(=O)(c1ccccc1)N1CCN(Cc2cc3c(cc2Br)OCCO3)CC1 | 4.2 | 1.3 | nt | -16.4 | -0.2 | -1.8 | nt | 1.0
CSc1nnc2c3c4c(sc3c(=O)n(-c3ccccc3)n12)CC(C)(C)OC4 | -9.1 | -4.1 | 1.6 | nt | nt | -1.0 | -13.4 | nt
COc1ccc([N+](=O)[O-])cc1NC(=O)CC1SC(=Nc2cccc(C)c2C)N(/N=C(\C)c2ccc(C)cc2)C1=O (stereo not given) | -0.3 | 0.5 | -5.2 | -12.5 | -0.2 | -6.8 | 1.2 | 4.7
O=C1CC2C(CC(OC(=O)c3ccc(-c4ccccc4)cc3)C2CO)O1 (stereo not given) | 0.0 | -1.3 | -6.3 | nt | nt | 8.8 | -2.8 | nt
C[C@H](CO)N1C[C@H](C)[C@@H](CN(C)Cc2ccc3c(c2)OCO3)Oc2ccc(NC(=O)C3CC3)cc2C1=O | 1.2 | 3.7 | 1.8[16.7 µM] | 1.3 | 0.6 | 1.2 | 5.4 | -0.2
COC(=O)[C@@H]1C[C@@H]2CC[C@@H](O)C[C@@H]2N1Cc1ccc(Cl)cc1 | 0.5 | 5.4 | -8.7 | -51.9 | -0.1 | -6.4 | -6.1 | -0.2
CC12CCC(=O)CC1CCC1C2CCC2(C)C1CCC2(O)C(=O)CO (stereo not given) | -1.1 | 1.1 | 1.9 | -4.6 | 0.3 | 0.4 | nt | -1.9
COc1ccc(Cl)cc1NC(=O)CN(C)C(=O)c1cn(-c2ccccc2)nc1-c1cccnc1 | nt | nt | -8.6 | -9.5 | nt | nt | 11.2 | -1.1
CCOC(=O)CNC(=O)N1CCc2ccc(NC(=O)c3ccccc3Cl)cc2C1 | -0.9 | 2.3 | -0.8 | -9.3 | nt | -2.4 | -14.9 | -3.3
CSCCC(NC(=O)c1ccccc1Cl)C(=O)NCCc1ccccn1 (stereo not given) | 2.8 | -6.4 | -6.4 | -15.2 | -0.2 | -2.4 | 0.6 | 0.8
O=C(NCCCCNC(=O)c1ccccc1F)c1ccccc1F | -3.4 | 1.5 | -1.5 | -7.1 | 0.3 | -4.8 | -0.9 | 5.4
CNC(=S)Nc1cccc(S(=O)(=O)NCc2ccco2)c1 | 0.7 | 2.3 | 50.8 | -16.1 | -0.3 | -3.4 | 1.4 | 1.2
COc1cccc(C#Cc2ccc3c(c2)O[C@H](CN(C)C(=O)c2ccccn2)[C@@H](C)CN([C@@H](C)CO)S3(=O)=O)c1 | -1.6 | 1.8 | 39.6[16.7 µM] | 6.4 | -0.1 | -6.4 | 4.1 | -0.8
CCN(CC(=O)Nc1c(F)cccc1F)C(=O)c1ccccc1F | -0.7 | -0.5 | 3.2 | -3.0 | -0.1 | 9.5 | 8.2 | -10.6
CCOc1ccc(-c2c(C(=O)N/N=C/c3ccc(O)cc3)nnn2-c2nonc2N)cc1 | 1.4 | 4.5 | -2.6 | -10.0 | 0.6 | 7.3 | -6.0 | nt
CCC(C)NC(=O)c1csc2c1CCCCC2 (stereo not given) | 0.7 | 0.2 | -1.2 | nt | nt | -1.2 | -6.0 | nt
COc1ccc(NC(=O)Nc2ccc3c(c2)C(=O)N([C@@H](C)CO)C[C@@H](C)[C@H](CN(C)Cc2ccc4c(c2)OCO4)OCCCC[C@@H](C)O3)cc1 | -0.8 | 0.0 | -10.9[16.7 µM] | 5.2 | -0.1 | -1.3 | 0.8 | -7.9
CCOC(=O)c1cc(NC(=O)Nc2nc3ccccc3s2)c(C)nc1C | 1.6 | -3.7 | -11.3 | nt | 0.1 | 4.1 | 1.8 | nt
O=C(c1c(Cl)nc2sccn12)N1CCN(c2cccc(Cl)c2)CC1 | -1.4 | 0.9 | 59.3 | nt | nt | -11.6 | -4.6 | nt
CC(C)C[C@H](NC(=O)c1[nH]cnc1C(=O)N[C@@H](Cc1ccccc1)C(=O)OCc1ccccc1)C(=O)OCc1ccccc1 | -0.1 | -4.6 | 2.0 | 5.1 | 0.1 | -0.4 | 16.6 | nt
O=C(CCC(=O)Nc1nnc(C2CCCCC2)s1)Nc1ccccc1 | -0.2 | -0.9 | -2.5 | -1.4 | nt | -5.3 | -6.0 | -3.6
C[C@H](CO)N1C[C@H](C)[C@H](CN(C)C(=O)Nc2cccc3ccccc23)Oc2ccc(NS(=O)(=O)c3ccc(F)cc3)cc2C1=O | 1.2 | 4.7 | -3.0[16.7 µM] | -9.4 | 0.3 | 5.0 | 6.6 | 1.6

(listing goes on)
SMILES | Cneo AK release | PglD inh | miR122 inh | RAD52 inh | E-sel inducer | RAD54 branch | PGC1a acetyl inh | ERAP1 HTS inh
NS(=O)(=O)c1ccc(NC(=S)Nc2ccc(Br)c(Cl)c2)cc1 | -2.6 | -1.5 | 0.0 | -55.4 | 7.2 | 6.0 | 6.1 | -1.1
N#Cc1cn(Cc2cccc(Cl)c2)c2ccccc12 | 1.3 | 3.7 | 1.2 | nt | nt | -0.2 | -0.3 | nt
CN(C(=O)c1cncc(Br)c1)C1C2CC3CC(C2)CC1C3 (stereo not given) | -2.3 | -4.8 | 1.8 | -6.4 | 0.1 | 7.6 | -22.6 | 6.2
COCC(=O)N1C[C@@H](C)[C@@H](OC)CN(C)C(=O)c2ccc(NC(=O)C3CCC3)cc2OC[C@H]1C | -1.2 | 0.1 | -7.4[16.7 µM] | -1.5 | 0.0 | 3.9 | 4.5 | -2.3
CCCNC(=O)N1CC2(C1)[C@@H](c1ccccc1)[C@H](CO)N2C(=O)CC1CC1 | nt | nt | nt | -1.2 | 0.1 | nt | -2.6 | -0.2
O=C(CCCC(=O)NN=Cc1cccc(O)c1)NN=Cc1cccc(O)c1 | 8.8 | -0.5 | nt | 0.2 | -0.2 | -2.3 | 7.3 | -1.2
O=C1C2C3C=CC(C2C(=O)N1c1nccs1)C1C(=O)N(c2nccs2)C(=O)C31 (stereo not given) | -0.8 | 3.8 | 2.2 | -10.8 | 0.3 | -1.0 | 12.1 | -0.9
O=C(N[C@H]1C=C[C@H](CC(=O)N2CCN(c3ccccc3)CC2)O[C@@H]1CO)c1ccccc1 | 3.2 | -0.2 | nt | -6.6 | -0.2 | -18.6 | -4.6 | -0.6
Cc1nnc(SCC(=O)N(CC(C)C)C2CCS(=O)(=O)C2)s1 (stereo not given) | 3.0 | -0.4 | -4.2 | -7.9 | 1.2 | -12.7 | 3.5 | 17.6
Cc1noc(C)c1S(=O)(=O)N(C)C[C@@H]1Oc2ccc(NC(=O)NC(C)C)cc2CC(=O)N([C@@H](C)CO)C[C@@H]1C | 0.5 | 1.8 | 9.3[16.7 µM] | -10.6 | 0.8 | -7.6 | -7.4 | 1.4
Nc1ncnc2c1ncn2[C@@H]1O[C@H](C(=O)N2CCN(c3ccc(Cl)cn3)CC2)[C@@H](O)[C@H]1O | 3.6 | -2.2 | -0.5 | -6.0 | 1.1 | -2.5 | -0.6 | 10.1
Cc1noc(C)c1S(=O)(=O)N(C)C[C@@H]1Oc2c(NC(=O)c3ccc(-c4nccs4)cc3)cccc2C(=O)N([C@H](C)CO)C[C@@H]1C | 1.9 | -1.5 | 65.1[16.7 µM] | 1.9 | -0.1 | 2.8 | 5.8 | -0.8
O=C(N/N=C/c1ccc(Cl)cc1)c1cc(-c2cccnc2)nc2ccccc12 | 0.9 | 12.5 | nt | -15.2 | 0.2 | -6.3 | 4.0 | 1.6
C=C1CCN([C@H](C(=O)NCc2ccc(Cl)cc2)C(C)C)S(=O)(=O)c2ccccc21 | -1.0 | -5.3 | -3.4 | -2.6 | -0.1 | -2.5 | 0.7 | 4.8
COC(=O)CN(c1cccc(C)c1)S(=O)(=O)c1ccccc1 | 0.8 | 1.7 | -7.7 | -4.9 | nt | -11.9 | -5.7 | 4.4
Nc1ccc(C(=O)NCCCSc2ccccc2)cc1[N+](=O)[O-] | -0.3 | -1.6 | -3.0 | -8.4 | nt | -5.2 | -2.3 | 0.2
Cc1cc(C)c(NC(=O)COC(=O)C23CC4CC(CC(O)(C4)C2)C3)c(Cl)c1 | -2.2 | -0.4 | 0.8 | 5.0 | 2.2 | 14.0 | 11.7 | 3.4
Cc1ccc(C(=O)Nc2sc3c(c2C(=O)O)CCCCC3)o1 | -18.8 | 0.3 | 62.8 | nt | nt | -4.5 | 6.5 | nt
O=C(Nc1ccccc1)Nc1ccc(S(=O)(=O)N2CCCCC2)cc1 | 0.4 | -6.4 | 22.8 | nt | nt | -5.4 | -14.2 | nt
C/C(CC(=O)Nc1ccc(N(C)C)cc1)=N\NC(=O)c1ccccn1 | -1.4 | 2.7 | -4.1 | nt | nt | -1.4 | -4.9 | nt
COC(=O)C(CCSC)NC(=O)c1cc2c(n(-c3ccccc3)c1=O)CCCC2=O (stereo not given) | -0.1 | -4.6 | -3.7 | -8.6 | -1.4 | -6.0 | 1.2 | 14.0
C[C@H](CO)N1C[C@H](C)[C@H](CN(C)S(=O)(=O)c2ccccc2)Oc2ncc(-c3cccc(C(F)(F)F)c3)cc2C1=O | 1.5 | -3.2 | -5.0[16.7 µM] | 7.6 | 0.0 | -0.3 | 0.7 | -3.8

Single records, as listed above:
O=C1C2C3C=CC(C2C(=O)N1c1nccs1)C1C(=O)N(c2nccs2)C(=O)C31 (stereo not given) as listed: Cneo AK release = -0.8; PglD inh = 3.8; miR122 inh = 2.2; RAD52 inh = -10.8; E-sel inducer = 0.3; RAD54 branch = -1.0; PGC1a acetyl inh = 12.1; ERAP1 HTS inh = -0.9
Nc1ncnc2c1ncn2[C@@H]1O[C@H](C(=O)N2CCN(c3ccc(Cl)cn3)CC2)[C@@H](O)[C@H]1O as listed: Cneo AK release = 3.6; PglD inh = -2.2; miR122 inh = -0.5; RAD52 inh = -6.0; E-sel inducer = 1.1; RAD54 branch = -2.5; PGC1a acetyl inh = -0.6; ERAP1 HTS inh = 10.1
COC(=O)[C@@H]1C[C@@H]2CC[C@@H](O)C[C@@H]2N1Cc1ccc(Cl)cc1 as listed: Cneo AK release = 0.5; PglD inh = 5.4; miR122 inh = -8.7; RAD52 inh = -51.9; E-sel inducer = -0.1; RAD54 branch = -6.4; PGC1a acetyl inh = -6.1; ERAP1 HTS inh = -0.2

An unsorted share of the library, and some 1.4% of all compounds hit somewhere here.
